Screening results: PubChem BioAssay, National Center for Advancing Translational Sciences (NCATS)
ERK EGF block – blocks ERK signaling stimulated by EGF; AID 1454; Potency, µM (top dose mostly 11.5 µM), without a hit: top-dose activity change, negative = inhibition, actives largely listed as inhibitors; hit rate 0.41% among 130,000; HEK293-V1b, EGF-stimulated phospho-ERK AlphaScreen; active means well fitted inhibition curve with a large enough effect; inconclusive means small, poorly fitted or top-dose-only effect, or effect the other way;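 further: plate controls were stimulated vehicle wells for no effect and unstimulated vehicle basal for full effect; nearly all actives have a fitted effect of over 55% in size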
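In this qHTS, HEK293 cells with stable type-1 vasopressin (V1b) receptor were exposed to compound at 37C for 30 min, stimulated 5 min with EGF at 25 nM, lysed, and probed for phospho-ERK by AlphaScreen.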
Numbers without * were called inactive; ? = inconclusive; & = joins results of further samples; [ ] = another dose, or the depositor's remark. Potency means the concentration at half of the fitted maximal effect. Some of the compounds tested, so the mix of outcomes need not match the whole.

mol,ERK EGF block
CCOc1ccc2oc(C(=O)OCC(=O)NC(=O)NC)c(C)c2c1,-4%[57.5 µM]
CCOc1cc(C(=O)Nc2ccc(N3CCOCC3)cc2)cc(Br)c1OC,-5%
O=c1cc2ncc(-n3cc([N+](=O)[O-])cn3)cn2[nH]1,3%
CN(C)C(=O)CN1CCN(Cc2nc(CC3CC3)no2)CC1,-3%[57.5 µM]
O=C(O)CC12CC3CC(C1)CC(n1ncc(NCc4ccco4)c(Cl)c1=O)(C3)C2,12%[57.5 µM]
CCCOc1ccc(C(CC(=O)O)NC(=O)CC(c2ccccc2)c2ccccc2)cc1 (configuration not stated),0%
COc1cc(/C=C/c2ccc3cccc([N+](=O)[O-])c3n2)ccc1OCC#N,0%
Cc1nn(-c2ccccc2)c(N2CCCC2)c1/C=N/NC(=O)c1cccc(S(=O)(=O)Nc2ccc(Cl)cc2)c1,-1%
CCCCc1ccc(N/C(N)=N/c2nc(C)cc(C)n2)cc1,18µM*
Cc1ccc(C(c2nnnn2C2CCCCC2)N2CCc3ccccc32)cc1 (configuration not stated),-1%
COc1ccc(OC)c(-c2csc(NC(=O)C3=NN(c4ccccc4)C(=O)CC3)n2)c1,7%
CCOC(=O)C1(CCOc2ccccc2)CCN(Cc2ccc3nonc3c2)CC1,32%
O=C(Nc1ccccc1)C1=C[C@@H](C2CC2)C[C@@H](OCCCCO)O1,-1%[57.5 µM]
COc1ccc(OCC(=O)Nc2cccc(NC(=O)c3ccco3)c2)cc1,-14%
CN(N=O)C(=O)N[C@H]1C(O)OC(CO)[C@@H](O)[C@H]1O (some centres not stated),-6%
COc1cc(/C=C2/C(=O)c3cccc([N+](=O)[O-])c3C2=O)c(Br)cc1O,28µM*
CN(CCCNC(=O)c1cc2c(=O)[nH]c3ccccc3c2n1C)Cc1ccccc1,0%[57.5 µM]
Cc1ccc(-n2nc(C)c3c(C)onc3c2=O)cc1,1%[57.5 µM]
CCC(C)C(=O)Nc1nnc(SCC(=O)NC(C)(C)C)s1 (configuration not stated),22%
c1ccc2oc(-c3[nH]ncc3CN(Cc3ccncc3)CC3CCCO3)cc2c1 (configuration not stated),-9%
COC(=O)c1cc(=O)n(Cc2ccc(OC)cc2)c(=NCc2ccc(OC)cc2)s1,-6%
CC1CCCN(C(=O)COc2ccc(NC(=O)c3cccs3)cc2)C1 (configuration not stated),13%
Cc1cc(N2CCC(C)CC2)nc(NCc2ccccc2)n1,-2%
CCn1c(SCC(=O)Nc2nccs2)nnc1-c1ccc(C)cc1,-3%
CC(=O)c1cnc(SCc2ccc(Cl)cc2)nc1C,-8%
CCC(C(=O)Nc1c[nH]c(=O)[nH]c1=O)c1ccccc1 (configuration not stated),9%
CC(C)Nc1nc(NC(C)C)nc(SCC(N)=O)n1,-16%
CCN(CC)C(=S)Nc1ccc(C(=O)OC)cc1,14%
Cc1cc(=O)oc2cc(O[C@@H]3O[C@H](C(=O)O)[C@@H](O)[C@H](O)[C@H]3O)ccc12,-12%
CC(=N)c1c(O)c2ccccc2oc1=O,-3%[57.5 µM]
COc1cc(/C=C/C(=O)O)ccc1O,4%
COc1ccc2c(c1)C(=O)[C@@H](OC(=O)NCCc1ccc(OC)c(OC)c1)[C@H](c1ccc(OC)c(Br)c1)O2,-8%
Fc1cccc2sc(Nc3nc4cc5c(cc4s3)OCCO5)nc12,-6%
CCOc1ccc(NCc2cc3cc(OC)ccc3[nH]c2=O)cc1,1%[57.5 µM]
COCC(=O)N1CCC[C@@]2(CCN(Cc3ccccc3OC)C2)C1,6%
CN(C)C(=O)c1ccc(-n2cccn2)nc1,-8%
CCC(C)CN1CCC(CO)(Cc2ccccc2Cl)CC1 (configuration not stated),-3%
COc1ccc(NC(=S)N2CCCC(c3nc4ccc(C)cc4[nH]3)C2)c(OC)c1 (configuration not stated),-2%
CN(C)c1nc(-c2cccnc2)nc(-c2ccc(Cl)cc2)c1C#N,?
CNC(=O)Nc1ccc(S(N)(=O)=O)cc1,-6%[57.5 µM]
COc1cccc2c(C)c(C(=O)O)[nH]c12,1%
CCCc1[nH]nc2c1C(c1ccoc1)C(C#N)=C(N)O2 (configuration not stated),2%
CC(C)CN(CC(C)C)CC(O)COc1ccc([N+](=O)[O-])cc1 (configuration not stated),4%
Cc1nnc2c3ccccc3c(-c3cccs3)nn12,3%
COc1ccccc1/C=C/C(=O)NCc1cccnc1,27%
COc1ccc(OC)c(NC(=O)c2ccc(-c3cccs3)cc2)c1,0%
Cc1ccc(N/C=C/C(=O)c2ccccc2)cc1C,3%
O=C(NCc1ccco1)C(=O)NCc1ccccc1Cl,0%
CCN(CC)S(=O)(=O)c1ccc(N)cc1,-9%
CCCn1cnc2cc(NC(=O)c3cccs3)ccc21,-1%

The list continues:
mol,ERK EGF block
O=C(CSc1nnc(NC(=O)c2c(F)cccc2F)s1)Nc1ccc(F)cc1,-2%
CCC(C(=O)OCC(=O)Nc1cccc(C(C)=O)c1)c1ccccc1 (configuration not stated),10%
O=C(O)CCNS(=O)(=O)c1ccc2c(c1)OCCCO2,-7%
C=C[C@@]1(C)CC(=O)[C@@]2(O)[C@@]3(C)[C@@H](O)CCC(C)(C)[C@@H]3[C@H](O)[C@H](OC(C)=O)[C@@]2(C)O1,-5%
CC(=O)Nc1ccc(Cl)cc1C1COC(=O)C1=N (configuration not stated),8%
O=C(O)CCCC(=O)N1N=C(c2c(-c3ccccc3)c3cc(Cl)ccc3[nH]c2=O)CC1c1cccs1 (configuration not stated),5%
CCC(=O)NNc1ncnc2c1cnn2-c1cccc(C)c1,-1%
O=[N+]([O-])c1ccc(Cl)c(S(=O)(=O)/N=C(/c2ccccc2)N2CCOCC2)c1,-1%
CCc1nnc(NC(=O)c2ccc(OC)cc2)s1,9%
C[C@H](NC(=O)c1ccc(Br)cc1)C(=O)NCc1ccc(S(N)(=O)=O)cc1,-2%
O=c1c2cn[nH]c2[nH]c(=S)n1-c1ccccc1Cl,6%[57.5 µM]
CCOC(=O)C1CCCN(C2CC(=O)N(c3ccc(C(C)C)cc3)C2=O)C1 (configuration not stated),-3%
O=C(Cc1cc(=O)[nH][nH]1)N/N=C/c1c(Cl)cccc1Cl,2%&-2%
Cc1ccc(OCC(=O)Nc2ccc(S(=O)(=O)Nc3ccccn3)cc2)cc1C,2%
Fc1cccc(C2CCCCN2Cc2nc(C3CC3)no2)c1 (configuration not stated),-2%
COc1ccccc1NS(=O)(=O)c1cc(NC(=O)c2cc(=O)[nH]c3ccccc23)ccc1N1CCOCC1,-5%[57.5 µM]
Cc1ccc2c(c1)C(=O)c1ccccc1CS2=O (configuration not stated),10%
O=C(CN1C(=O)CSc2ccc(S(=O)(=O)N3CCCCC3)cc21)NCc1cccnc1,3%
CN(C)c1ccc(P(=O)(OCc2ccccc2)C(O)c2ccccc2)cc1 (configuration not stated),-6%[57.5 µM]
CC(C)C(=O)Nc1c(-c2ccccc2)c(=O)c2ccccc2n1C,5%[57.5 µM]
O=C(C[n+]1ccc(-c2nnc3n2CCC3)cc1)c1ccc(Cl)c(Cl)c1,21%
NC(=O)COC(=O)/C=C/c1ccc2ccccc2n1,-5%
CC(=O)c1c(NC(=O)c2ccccc2)[nH]c(-c2ccccc2)nc1=S,4%
COc1ccc(C(=O)COc2ncnc3cc(Cl)ccc23)cc1,6%[57.5 µM]
N#C/C(=C\c1ccncc1)c1nc2c(s1)CCCC2,2%

Next part, starting with the last 5 of the part before.
mol,ERK EGF block
O=C(C[n+]1ccc(-c2nnc3n2CCC3)cc1)c1ccc(Cl)c(Cl)c1,21%
NC(=O)COC(=O)/C=C/c1ccc2ccccc2n1,-5%
CC(=O)c1c(NC(=O)c2ccccc2)[nH]c(-c2ccccc2)nc1=S,4%
COc1ccc(C(=O)COc2ncnc3cc(Cl)ccc23)cc1,6%[57.5 µM]
N#C/C(=C\c1ccncc1)c1nc2c(s1)CCCC2,2%
COc1cc(/C=N/NC(=O)c2ccc(-c3ccccc3)cc2)cc(OC)c1OC,-9%
O=[N+]([O-])c1cc(S(=O)(=O)NC2=NCCCCC2)ccc1NCC1CCCCC1,-5%
C=CCNC(=O)/C(=C\c1cccc([N+](=O)[O-])c1)NC(=O)c1ccccc1,10%
COCCNC(=O)Cn1c(=O)n(CCCCCC(=O)NCc2ccc3c(c2)OCO3)c(=O)c2sccc21,-3%
S=C(NC1CC2CCC1C2)N1CCN(c2cccc(Cl)c2)CC1 (configuration not stated),8%
Cc1[nH]c2ccccc2c1/C=C(/C#N)C(=O)NC(C)C,-4%
Cc1ccc(-c2nnc(SCC(=O)Nc3nccs3)n2N)cc1,0%
COc1cccc(C2C=C(Nc3ccccc3)C(=O)N2c2ccccc2)c1 (configuration not stated),0%
O=C(CN1C(=O)NC2(CCCCCC2)C1=O)N1CCN(S(=O)(=O)c2ccccc2)CC1,1%
Cc1ccc(OCCCN2CCOCC2)c([N+](=O)[O-])c1,9%
CCN(CC)c1nc(Oc2ccc(C(=O)OC)cc2)nc(N2CCOCC2)n1,-7%
COc1ccc(CN2CCN(Cc3csc(C(C)=O)c3)CC2CCO)c(C)c1C (configuration not stated),-6%
CC(C)C(=O)Nc1ccc(N2CCCC2)c(Cl)c1,2%
CCNC(=O)CN(c1ccccc1OC)S(=O)(=O)c1cccs1,2%
CCCCC/C=N\NC(=O)Cc1ccc([N+](=O)[O-])cc1,-1%
CCc1cc(=O)oc2cc(OCc3nn[nH]n3)ccc12,-22%[57.5 µM]
CCOC(=O)c1c(NC(=S)NCC2CCCO2)sc(C)c1C (configuration not stated),3%
CCOC(=O)c1ccc(N/C=C\C(=O)c2cccc(OC)c2)cc1,7%
O=Cc1ccc(-c2cc(Cl)ccc2Cl)[nH]1,-2%
CC(NC(=O)COC(=O)/C=C/c1ccco1)c1ccccc1 (configuration not stated),2%
COC(=O)c1ccc(NC(=O)CN2CCN(c3ccccn3)CC2)cc1,8%
CCOC(=O)c1c(NCCN(C)C)c2ccccc2[nH]c1=O,-8%[57.5 µM]
Cc1ccc([N+](=O)[O-])c(NC2OC(CO)C(O)C2O)c1 (configuration not stated),6%
O=C(CCCCCN1C(=O)c2cccc3cccc(c23)C1=O)NC1CCS(=O)(=O)C1 (configuration not stated),-7%[57.5 µM]
COc1ccc(-c2ccc(N)[n+](CCCC(=O)O)n2)cc1,14%
COc1ccc2c(c1)c(=O)c(C(=O)c1ccc(Cl)cc1)cn2CC(=O)Nc1ccc(F)cc1,-4%
Cc1cccc2c1N(C(=O)CN1C(=O)c3ccccc3C1=O)C(C)(C)c1ssc(=S)c1-2,6%
c1ccc(-c2c[n+]3c(n2-c2ccccc2)SCC3)cc1,-5%[57.5 µM]
CCOCCCNC(=S)N1C2CCC1CC(NC(=O)Nc1ccc(C(=O)OCC)cc1)C2 (configuration not stated),-6%
Cc1ccc(NC(=O)C2=C(c3ccccc3)S(=O)(=O)CCS2(=O)=O)cc1,-11%
Cc1nc(-c2nnc(SCC(=O)Nc3cc(C(F)(F)F)cc(C(F)(F)F)c3)n2C)cs1,4%[57.5 µM]
O=C(COc1ccc2c(C(F)(F)F)cc(=O)oc2c1)NCc1cccs1,8%
Cc1ccc(N2CC(=O)Nc3c(sc4nc(C)cc(C)c34)C2=O)cc1,1%[57.5 µM]
O=C(Nc1ccc(F)c(F)c1)c1ccc(F)c(S(=O)(=O)N2CCC3(CC2)OCCO3)c1,-11%
O=C(CC1C(=O)NCCN1Cc1ccc(Cl)c(F)c1)NCC1CCOCC1 (configuration not stated),-5%[57.5 µM]
COc1cc2c(cc1OC)[C@H](Cc1ccc(O)cc1)NCC2,-6%
COc1ccccc1N1CCN(C(=O)NC23CC4CC(CC(C4)C2)C3)CC1,-5%
Cc1cc(NC(=O)CCOc2ccc(F)cc2)no1,1%[57.5 µM]
Fc1cccc(NC(=S)NCc2ccccn2)c1,-1%
COC(=O)CNC(=O)COC(=O)c1ccc(OC)c([N+](=O)[O-])c1,-4%
COC(=O)c1cc(C)cc(=O)o1,-1%[57.5 µM]
Cn1nnnc1Sc1ccc(C(=O)O)cc1[N+](=O)[O-],14%[57.5 µM]
COc1cccc(-c2cc(C(F)(F)F)nc(-n3cc(C)cn3)n2)c1,-10%
O=C(NN=C1C2CC3CC(C2)CC1C3)c1cccc(S(=O)(=O)N2CCOCC2)c1,5%
CCSc1nc(-c2ccccc2)c2cc(Cl)ccc2n1,?
CCN(CC)c1nc(-c2ccccn2)nc(-c2ccccc2)c1C#N,9%
COc1ccccc1N1CCN(C(=O)Cn2cnc3c2c(=O)n(C)c(=O)n3C)CC1,-5%[57.5 µM]
CCO[C@@H]1OC(C(=O)N2CCCCCCC2)=C[C@H](C2CCCCC2)[C@H]1CCCO,-15%[57.5 µM]
COC(=O)c1sc(-c2cccs2)cc1NC(=O)/C=C/C(=O)O,-1%[57.5 µM]
COC(=O)c1ccc(S(=O)(=O)N(CCO)Cc2ccccc2)n1C,17%[57.5 µM]
O=[N+]([O-])c1cccc(-c2nnc(SCc3cccnc3)o2)c1,-1%
NNc1nc(-c2ccccc2Cl)nc2sc3c(c12)CCCC3,0%
